Screening data (PubChem)
PRMT1 inh: blocks human protein arginine methyltransferase 1 | Q99873 | recombinant PRMT1, activity-based probe fluorescence polarization | inhibition, % at 2.79 µM | hit rate 1.3% among 370,000 | AID 652257;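 active means inhibition above about 21% made by adding two undisclosed values, limit read from the data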
HTRA1 inh: blocks human HTRA1 serine peptidase; Q92743; recombinant HTRA1, FP-rhodamine activity-based probe, fluorescence polarization; inhibition, % at 5.96 µM; hit rate 0.5% among 340,000; in the data active means inhibition above about 36%;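 further: 0% = enzyme with DMSO and 100% = wells lacking enzyme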
Target sequence (Q92743 whole entry, looked up): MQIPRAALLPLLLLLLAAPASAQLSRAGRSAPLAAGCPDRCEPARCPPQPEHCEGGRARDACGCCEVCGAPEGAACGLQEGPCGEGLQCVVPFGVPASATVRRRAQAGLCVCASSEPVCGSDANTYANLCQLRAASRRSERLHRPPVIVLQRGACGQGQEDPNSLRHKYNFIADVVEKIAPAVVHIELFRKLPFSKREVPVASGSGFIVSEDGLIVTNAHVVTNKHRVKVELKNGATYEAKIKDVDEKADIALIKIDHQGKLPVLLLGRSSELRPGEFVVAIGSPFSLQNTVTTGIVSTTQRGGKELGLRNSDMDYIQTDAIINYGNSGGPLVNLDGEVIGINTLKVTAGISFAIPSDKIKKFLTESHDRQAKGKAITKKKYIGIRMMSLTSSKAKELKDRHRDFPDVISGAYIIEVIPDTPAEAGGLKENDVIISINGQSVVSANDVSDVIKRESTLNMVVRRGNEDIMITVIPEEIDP
ABHD4 inh: ABHD4 (mouse) inhibition, primary FP screen | Q8VD66 | purified mABHD4, FP-Rh probe fluorescence polarization | inhibition, % at 8.92 µM | hit rate 0.54% among 370,000 | AID 720543;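 active means inhibition exceeding the mean over every tested compound plus 3 SD, cut at about 30% in these data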;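 further: 0% = plate median of compound wells and 100% = S159A mutant with DMSO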
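system = mouse ABHD4 enzyme, wild type | medium = HEPES pH 7.0, NaCl, Pluronic buffer | also added = FP-Rh probe | incubation = Enzyme–compound pre-incubation 45 min, then probe 60 min, both 25 °C | technique = fluorescence polarization, excitation 525 nm, emission 598 nm, BODIPY TMR filters | controls = S159A mutant high control, sample median low control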
LEDGF integ inh: blocks HIV-1 LEDGF/p75-dependent DNA integration; TR-FRET IN-LEDGF/p75 DNA integration, Eu/Cy5; AID 743269; inhibition, % at 3.7 µM; hit rate 0.64% among 370,000;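 active means inhibition above the screen-wide mean plus 3 SD, cut at about 13% in these data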;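 further: signal is the Cy5 over europium emission ratio at 671 and 618 nm; 0% = plate median of compound wells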
TDP2 absorb: blocks human TDP2 phosphodiesterase activity | AID 720702 | inhibition, % at 12.8 µM | recombinant TDP2, T5PNP hydrolysis, p-nitrophenol absorbance 415 nm | hit rate 0.34% among 370,000 | O95551;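 active means inhibition above the mean of all tested compounds plus 3 SD, set per campaign, cut at about 25% in these data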;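 further: 0% = DMSO with enzyme and 100% = buffer with substrate but no TDP2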
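test system = human TDP2 enzyme | input = TDP2 enzyme at 120 nM final | medium = 50 mM Tris-HCl pH 7.5 with Mg2+, KCl, DTT, BSA | also added = T5PNP substrate, 5 mM | times = 2 h at 37 °C | technique = epi absorbance | benchmarks = high control without enzyme, low control DMSO plus TDP2 | replication = each compound tested once, singlicate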
NPR2 activator: GC-B (human) receptor activation; HEK293-GC-B cells, CNP EC30, cGMP TR-FRET; 0% at EC30 CNP, 100% saturating CNP; activation, % at 10 µM; hit rate 0.11% among 370,000;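 active means activation at 10 µM reaching about 35% in either raw or pattern-adjusted values, limit read from the data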
rCAG binder: r(CAG) repeat RNA binding. TO-PRO-1 dye displacement fluorescence. inhibition, % at 3 µM. hit rate 1.3% among 370,000. AID 651821;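 active means inhibition above the plate cutoff, the mean of all test compounds on that plate plus 3 SD, cut at about 35% in these data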;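 further: 0% = DMSO alone and 100% = 100 µM mitoxantrone as full dye displacement; higher means more dye released from RNA so lower well fluorescence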
MBD2 DNA inh: inhibitors of human MBD2 binding to methylated oligonucleotide. Q9UBB5. TR-FRET. inhibition, % at 4.4 µM. hit rate 0.31% among 370,000. AID 686964; in the data active means inhibition above about 13%
Target sequence (Q9UBB5 whole entry, looked up): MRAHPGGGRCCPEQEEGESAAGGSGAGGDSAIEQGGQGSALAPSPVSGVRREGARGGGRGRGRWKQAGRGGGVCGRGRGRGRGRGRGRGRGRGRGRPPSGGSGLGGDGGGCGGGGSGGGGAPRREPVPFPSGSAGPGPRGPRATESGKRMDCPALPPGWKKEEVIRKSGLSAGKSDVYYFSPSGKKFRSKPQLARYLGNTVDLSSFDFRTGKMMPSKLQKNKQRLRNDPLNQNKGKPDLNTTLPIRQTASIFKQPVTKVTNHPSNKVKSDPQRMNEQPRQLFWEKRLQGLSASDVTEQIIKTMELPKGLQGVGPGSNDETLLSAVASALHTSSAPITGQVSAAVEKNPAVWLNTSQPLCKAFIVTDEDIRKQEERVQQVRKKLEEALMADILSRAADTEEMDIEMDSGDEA
SIAE primary: blocks human sialic acid acetylesterase. inhibition, % at 9.66 µM. Q9HAT2. SIAE FP-Rh probe binding, fluorescence polarization. AID 1053197. hit rate 0.69% among 370,000;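 active means inhibition above a cutoff: mean of compounds within the control limits plus 3 SD of those, cut at about 17% in these data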;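 further: 0% = plate median of compound wells and 100% = probe without SIAE protein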
TCR-CD3 inh: blocks the human TCR-CD3 interaction; TAMRA-labeled TCR probe fluorescence, biochemical; inhibition, % at 9.4 µM; hit rate 0.37% among 360,000; in the data active means inhibition above about 19%;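 further: recombinant mutant TCR 2C K166C tagged with TAMRA read by polarization; 0% = receptor in buffer alone and 100% = receptor with positive control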
The depositor's hits bear a star; . = no result given. Only part of the results is shown; count on the stated rates, not on these rows.

canonical_smiles,PRMT1 inh,HTRA1 inh,ABHD4 inh,LEDGF integ inh,TDP2 absorb,NPR2 activator,rCAG binder,MBD2 DNA inh,SIAE primary,TCR-CD3 inh
OCC[C@@H]1C[C@H](O)[C@@H](O)[C@]2(CCc3ccccc3CO2)O1,2,-7,-1,-2,3,-1,2,6,0,-4
COc1ccc(CCNC(=O)Cn2c(=O)n(-c3ccc(F)cc3F)c(=O)c3sccc32)cc1OC,-6,-4,-5,8,-20,11,-1,4,-3,0
CC(=O)CC(C)(C)n1nnc(-c2ccccc2)n1,-1,0,1,-4,-4,2,0,-5,-1,6
Cc1ccc(-c2nnn(CCC(=O)NC3CCCC3)n2)cc1,4,0,2,-2,5,-4,-6,4,5,-1
NC(=O)c1ccsc1NC(=O)COC(=O)Cc1c[nH]c2ccccc12,-1,-14,-3,2,-3,-1,14,2,2,0
O=c1ccc2cc(S(=O)(=O)Nc3ccc(F)cc3)ccc2o1,2,-4,3,1,-6,2,0,-3,-1,-5
N/C(CSc1ccc(Cl)cc1)=N\S(=O)(=O)c1ccc(Cl)cc1,2,-9,-3,-3,8,-3,-1,1,0,0
CCOC(=O)CSc1nnc(NC(=O)CN2CCCCC2)s1,-4,-2,-2,1,2,1,0,-7,0,3
Cc1ccc(N(CC(=O)NCc2ccccc2)C(=O)CCC(=O)Nc2ccccn2)c(C)c1,-2,0,2,-2,1,6,1,-3,-1,-1
Cc1ccc2cn[nH]c2c1N,9,26,9,-5,-8,-1,4,4,9,-13
COc1ccc(N(CC(=O)N2CCC(C)CC2)S(=O)(=O)c2c(C)nn(C)c2C)cc1,-7,1,-12,4,-3,-5,0,1,2,8
Cc1ccc(S(=O)(=O)Oc2ccc(/C=C(/NC(=O)c3ccccc3)C(=O)NCCCC(=O)O)cc2)cc1,5,-1,-1,-5,5,4,25,3,-14,-4
Cc1ccc(C(=O)C2=C(O)C(=O)N(Cc3cccnc3)C2c2cccc([N+](=O)[O-])c2)o1 (centres undefined),1,8,3,3,4,0,1,-7,2,-1
Cc1c(NC(=O)c2cccs2)cccc1-c1nc2ccccc2s1,2,-24,-18,-3,6,-2,0,0,-1,10
CCOc1ccc(N2C(=O)Nc3ccccc3C2(O)C(=O)N2CCN(c3ccccn3)CC2)cc1 (centres undefined),6,2,2,-1,12,2,-3,3,-2,5
CNc1nc(N)c([N+](=O)[O-])c(NCc2ccccc2)n1,0,-6,-1,1,2,4,-1,5,-4,4
Cc1cc(C)nc(Nc2nc(C(N)Cc3ccc(Cl)cc3)cs2)n1 (centres undefined),-1,.,15,6,3,-7,16,1,-4,-4
CC[C@]12c3[nH]c4ccc(Cl)cc4c3CCN1C(=O)[C@@H](CC(=O)NC/C=C(\C)CCC=C(C)C)C[C@@H]2C(=O)N1CCN(C(=O)C2CC2)CC1,-2,-35,14,-3,4,-3,6,-1,-1,4
CC(=O)O[C@H]1CC[C@@]2(C)[C@@H](CC[C@H]3[C@@H]4CC[C@H](C(C)O)[C@@]4(C)CC(=O)[C@@H]32)C1 (some centres undefined),-1,-2,5,-2,-2,5,-4,-6,1,5
C[C@H](N)c1nnc(SCc2c(Cl)cccc2Cl)o1,1,4,4,-1,6,5,0,4,3,8
O=C(Nc1ccc(-c2nnn(CC(=O)N3CCN(C(=O)c4ccco4)CC3)n2)cc1)c1ccccc1F,0,.,2,3,4,0,4,-5,-1,2
COc1cccc(CNc2ccc3[nH]c(=O)[nH]c3c2)c1OCc1ccccc1F,9,16,11,-2,5,-5,1,-7,4,-7
Cc1ccc(NC(=O)NC(=O)CN2CCC(C(N)=O)CC2)c(C)c1,1,7,0,2,-3,-1,2,-5,10,5
COc1ccc(OC)c2sc(N(CCN(C)C)C(=O)c3ccc4ccccc4c3)nc12,0,5,5,-2,17,-4,0,2,2,9
COc1ccccc1CCC(=O)NCCCn1ccc2ccccc21,-1,-16,-5,4,-4,-1,4,0,1,5
Cn1c(=O)[nH]c(=O)c2c1nc(NCCCn1ccnc1)n2Cc1ccccc1,-4,4,6,4,-4,2,0,-8,2,5
COc1ccc(C(C(=O)NC(C)(C)C)N(C(=O)CNC(=O)c2cccs2)c2ccc(C(C)C)cc2)cc1OC (centres undefined),-1,33,-7,4,1,-4,-5,3,1,2
CCCCn1c(SCC(=O)NCCOC)nc2ccc(N3CCOCC3)cc2c1=O,-2,3,3,-3,-11,-8,-3,-2,5,4
COc1cc(-c2nc3ccccn3c2/N=C/c2cccc(F)c2)ccc1O,2,3,3,-1,0,9,-1,-1,3,5
CCc1nc2ccc(C(=O)Nc3cccc(OCC(=O)N(C)C)c3)cn2c1N(CC)CCN(C)C,-2,.,0,2,4,-1,9,3,4,2
CN(C)c1nc(NCc2ccccc2)nc(SCC(=O)Nc2ccccc2Cl)n1,1,-18,-6,4,1,0,-2,0,-8,6
O=C(CC[C@H]1O[C@@H](n2ccc(=O)[nH]c2=O)[C@H](O)[C@@H]1O)N1CCN(c2ccccn2)CC1,4,.,-5,3,-5,-3,1,-4,0,1
Cc1ccccc1N1C(=O)c2cccc3cccc(c23)C1=O,1,1,1,0,15,15,-1,-1,-8,-2
COc1ccc2[nH]c(=O)c(CN(C(=O)C3CCCO3)c3ccc(C)cc3)cc2c1 (centres undefined),0,-1,6,1,-1,-12,-1,1,-4,-5
Cc1c(C)c2ccc(OCC(=O)N3CCN(C(=O)C4COc5ccccc5O4)CC3)cc2oc1=O (centres undefined),-1,-6,1,1,14,2,-1,1,-4,4
CC(=O)c1ccc([N+](=O)[O-])c(CS(=O)(=O)c2ccc(Cl)cc2)c1,2,6,-8,1,16,0,0,0,0,4
Cc1cccc(NC(=O)CSc2nccn2Cc2ccco2)c1C,-1,4,-2,0,-3,1,-3,-4,9,2
O=S(=O)(Nc1ccc(Cl)cn1)c1cnc(Cl)c(Br)c1,-4,-6,-5,0,17,0,11,-3,3,-1
Clc1cccc2sc(N3CCCC3)nc12,-1,3,1,-3,-7,6,-4,2,-3,0
Cc1[nH]c2ccccc2c1/C=N/NC(=O)CNC(=O)c1ccc2c(c1)OCO2,1,4,6,2,-8,-2,7,1,16,3
Cc1cc(Oc2ncccc2[N+](=O)[O-])c2cc(Cl)ccc2n1,3,-5,-7,0,-4,-3,-2,7,1,-10
Cc1ccc(Sc2cnccc2C#N)cc1,-3,6,-6,1,-2,5,-1,5,-8,4
O[C@@H]1CN(CC2CCCCC2)[C@@H](c2ccc(Cl)cc2)C[C@H]1n1cc(C2CC2)nn1,1,-34,-2,-3,-7,-15,2,-5,-4,3
COc1ccccc1NC(=S)N(CCN1CCOCC1)Cc1ccccc1F,-4,-6,-11,8,-10,1,-5,-3,2,5
COc1ccc(C(C)(C)C)cc1NC(=O)COc1ccc(-c2nnco2)cc1,-1,-7,-5,-1,4,4,-3,-2,-2,-2
Cn1c(SCC(=O)NC(=O)CN2CCCC2=O)nnc1-c1ccc(F)cc1,1,8,-2,-1,9,-5,0,1,-6,1
COc1ccccc1C(CNC(=O)C1CC(=O)N(Cc2ccccc2)C1)N1CCCC1 (centres undefined),-1,0,7,-4,2,2,2,2,7,0
CCOc1ccc(CCNC(=O)c2nccnc2C(=O)O)cc1OCC,4,-3,5,3,8,3,0,2,-3,4
CC(=O)NC(c1ccccc1)c1nc(-c2csc3ccccc23)cs1 (centres undefined),-1,.,-21,1,-6,-5,2,-1,-1,-12
CS(=O)(=O)c1ccccc1C(=O)N(CCc1ccccc1)Cc1ccccc1,-4,-6,1,0,-3,-5,-6,7,5,9
CCOc1ccc(C2NC(=O)c3ccccc3O2)cc1 (centres undefined),-2,-4,2,2,6,6,-1,-7,2,1
Cc1ccncc1CNC(=O)c1ccccc1,-2,4,0,0,-2,-3,2,-4,-1,0
Cc1ccc(NC(=O)Cn2c(=O)cnc3ccccc32)cc1S(=O)(=O)N1CCCCC1,0,-9,2,-1,-4,-1,8,0,-6,7
CCOC(=O)c1ccc(NC(=O)c2nc[nH]c2C(=O)N[C@@H](CC(C)C)C(=O)OC(C)(C)C)cc1,0,-25,-11,1,-4,3,2,0,-18,-2
CCCCn1nnnc1SCC(=O)N1CCCC1,-2,-7,7,-3,-16,6,1,-2,5,21*
CC1CCN(C(=O)COC(=O)c2cccc(NS(=O)(=O)c3ccccc3)c2)CC1,2,-5,-4,-4,-3,-4,-2,6,5,-6
Cc1cc(C)nc(NC2=NCC(=O)N2c2ccc3c(c2)OCCO3)n1,0,-3,-2,2,-2,-1,-2,3,-1,9
CCOCCCNC(=O)C(NC(=O)CNC(C)=O)c1ccc(Cl)cc1 (centres undefined),-2,2,8,-1,-3,4,-1,5,1,4
CCCn1c(=O)c2ccccc2n2c(SCCOc3ccc(Cl)cc3)nnc12,-3,-6,0,-4,-13,-3,-2,4,4,-6
COc1cc(CC(=O)OCn2nnc3ccccc3c2=O)cc(OC)c1OC,-2,2,1,6,-9,3,-5,-2,3,4

(cont.)
canonical_smiles,PRMT1 inh,HTRA1 inh,ABHD4 inh,LEDGF integ inh,TDP2 absorb,NPR2 activator,rCAG binder,MBD2 DNA inh,SIAE primary,TCR-CD3 inh
COC(=O)[C@]1(Cc2ccccc2)N[C@H](CN(C)C(=O)c2ccc(C)cc2)[C@@H]2C(=O)N(C)C(=O)[C@@H]21,-1,2,7,4,9,1,0,1,0,6
CCOc1ccc(-c2cc(C(=O)OC)nc3c2c(=O)n(C)c(=O)n3C)cc1,1,-2,5,-3,5,-1,-5,8,2,7
OC(COCC1COc2ccccc2O1)CN1CCN(c2ccc(F)cc2)CC1 (centres undefined),2,2,7,0,3,-4,-3,8,-2,0
c1cncc(CSc2nnc3ccc(-c4ccncc4)nn23)c1,-7,1,1,1,-14,-6,10,-5,-1,0
O=C(Nc1ccc2c(c1)OCCO2)C(CCc1ccccc1)N1CCC(Cc2ccccc2)CC1 (centres undefined),0,.,-4,-4,-1,-4,5,0,-8,-3
O=C(Nc1ccccc1)Nc1cc([N+](=O)[O-])ccc1F,1,-13,-4,1,3,6,3,-1,-8,-2
CC(C)NC(=O)c1ccc(CNC(=O)OCC(F)(F)F)cc1,1,6,-2,1,-11,5,5,0,1,6
Cc1ccc(CNC(=O)c2ccc(N3CCC4(CC3)CC(c3ccccc3)=NO4)c([N+](=O)[O-])c2)cc1,-1,-19,-5,1,8,5,11,4,2,10
